# High-throughput results deposited in PubChem BioAssay by several laboratories.
# M1AAP inhibition – malaria alanyl aminopeptidase activity blockers – biochemical, fluorogenic H-Leu-NHMec substrate, 1536-well (AID 1445) | actives 0.42% (n = 220,000) | recombinant M1AAP, H-Leu-NHMec fluorogenic kinetic assay; higher % means a stronger effect | inhibition, % at 30 µM; hits with a dose series show IC50 in µM;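 active = primary inhibition above the hit cutoff, then over 50% inhibition at one or more dose response concentrations, cut at about 23% in these data, passing the limit was not always enough; inconclusive = conflicting primary data, or primary hits not chosen for dose response; inactive = low primary inhibition, or under 50% at every dose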;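 note: plate controls were DMSO full reaction for no effect and no enzyme background for full effect; strong numbers were not always called active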
# bCat nuc transl – modulators of beta-catenin nuclear translocation; HeLa beta-catenin nuclear translocation, immunofluorescence imaging; nuclear translocation activity, % at 5 µM; actives 0.3% (n = 190,000);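 active = nuclear translocation activity above 50% at 5 µM, with a well cell count of 50 or more; inconclusive = wells under 50 cells across six images, flagged as toxic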;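 note: per-cell ratio of nuclear to cytoplasmic median beta-catenin stain intensity; plate controls were DMSO negative control for no effect and GSK-3 inhibitor IX positive control for full effect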
#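 Test system: HeLa cells, endogenous beta-catenin; Compound: single 5 µM dose plus 0.02–20 µM confirmation series; Times: compound exposure 24 h at 37°C; Signal: fluorescence imaging of beta-catenin antibody stain plus DAPI; Read-out: % activation, nuclear-to-cytoplasmic median beta-catenin signal ratio per cell.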
# Autophagy mod – modulators of autophagy. actives 0.98% (n = 190,000). MEF GFP-LC3 puncta imaging; test concentration mostly 10 µM. calls only at 10 µM (by protocol);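 active = percentage of spot-positive cells more than 3 SD above its plate mean, without a fluorescence outlier flag or 80% toxicity; inconclusive = no clear call, values can overlap the other calls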;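 note: spot-positive cell cutoff set from DMSO-treated cells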
# Dynein cargo inh – blocks dynein driven cargo transport along microtubules; 3617.4 mouse cells, GR-EGFP nuclear translocation imaging; test concentration mostly 20 µM; stimulated with dexamethasone, 1 µM; hits give low values; z-score, hits read low; actives 0.47% (n = 220,000); AID 1381;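 active = plate z-score of nuclear minus cytoplasmic receptor signal below a set negative limit, without overly bright fluorescence or cell loss, cut at about -3.5 in these data, passing the limit was not always enough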;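 note: z-score of nuclear minus cytoplasmic ring GR-EGFP intensity difference per well; some compounds called inactive have numbers as strong as hits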
#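 medium = tetracycline-free induction medium containing charcoal-stripped FBS | probe or stimulus = dexamethasone, 1.0 µM final | timing = 48 h induction, then 1 h compound, then 30 min agonist, 37 °C | detection = automated 10x imaging of fixed Hoechst-stained cells | read-out basis = nuclear versus cytoplasmic GR-EGFP signal, averaged per well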
# Ins promoter up – MIN6 insulin promoter up-regulation; MIN6 insulin promoter-GFP reporter, high-content imaging; hits give high values; z-score at 5 µM; actives 0.3% (n = 190,000);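 active = z-score above 3 at 5 µM with at least 500 cells counted in the well; inconclusive = wells under 500 cells, flagged as cytotoxic or low count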
# M17LAP inhibition – P. falciparum M17LAP inhibitors, primary screen, biochemical, fluorogenic H-Leu-NHMec substrate, 1536-well (AID 1619); recombinant M17LAP, H-Leu-NHMec fluorogenic kinetic assay; higher % means a stronger effect; inhibition, % at 30 µM, or IC50 in µM where a hit was titrated; actives 0.38% (n = 220,000);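 active = compound inhibiting the enzyme by more than half at any dose during confirmatory dose-response retesting; inconclusive = strong single-dose inhibitors picked by rank but not retested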;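 note: plate controls were full reaction with DMSO carrier for no effect and no enzyme background for full effect; strong numbers were not always called active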
# K1F lysis inhibition – inhibition of K1F phage lysis, E. coli UTI89, bacterial capsule biogenesis inhibitors, alamar blue (AID 488966); inhibition, % at 100 µM, or IC50 in µM where a hit was titrated; actives 0.02% (n = 340,000); E. coli UTI89 K1F phage lysis, alamar blue, 2 h; higher % means a stronger effect;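 active = phage lysis inhibition, versus mean bacterial control, above a set limit; inconclusive = no clear call, values can overlap the other calls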;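 note: capsule biogenesis inhibitors block K1F phage lysis so surviving cells raise fluorescence; higher fluorescence means more inhibition of phage lysis; actives were called in the ten point dose series up to 300 µM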
# ER stress rescue – rescue of cells from ER stress-induced death, primary screen, 384-well, CSM14.1, thapsigargin, ATP luminescence (AID 1222) | CSM14.1 thapsigargin-induced death rescue, ATP luminescence; higher % means a stronger effect | 190,000 tested, under 10 active | cellular ATP content (survival), % at 20 µM; hits with a dose series show EC50 in µM;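 active = EC50 below 50 µM in the dose-response confirmation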;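 note: death triggered by thapsigargin at about 15 µM added after 2 h compound pretreatment; cell ATP read after overnight thapsigargin exposure of roughly 18 to 22 hours; normalized against plate controls of thapsigargin alone and 5% DMSO vehicle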
# MT stabilize HCS – microtubule stabilization, imaging screen; AID 2205; % tubulin-high responders, % at 10 µM; HeLa tubulin immunostaining HCS, 24 h; share of cells brighter than vehicle mean+2SD; actives 0.83% (n = 200,000);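 active = plate Z-score above 3 for both tubulin-high and condensed-nucleus cell shares, with cell loss under 80%, at 10 µM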;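 note: anti alpha tubulin signal scored within the nucleus-defined area of each cell; some results filed as inactive read as strong as hits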
# Dynein cargo inh cytoplasmic EGFP – also measured in Dynein cargo inh; calls as there; z-score; measured here: cytoplasmic GR-EGFP intensity; hits give high values
# Dynein cargo inh nuclear GR-EGFP – further read-out of Dynein cargo inh, marked with its call; z-score; measured here: nuclear GR-EGFP intensity;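 lower value marks the stronger effect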
# Dynein cargo inh cell count – recorded beside Dynein cargo inh, whose call it bears; z-score; measured here: cell count per field
# Ins promoter up cell count – second read-out of Ins promoter up, no call of its own (marks repeat the call); cell count; measured here: cytotoxicity, nuclei count;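 total cells summed across four imaged fields per well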
# bCat nuc transl cell count 5 µM – also measured in bCat nuc transl; calls as there; cell count; measured here: cell count, cytotoxicity flag
# MT stabilize HCS Hoechst-high % – recorded beside MT stabilize HCS, whose call it bears; % Hoechst-high responders; measured here: nuclear condensation Hoechst responders;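 share of cells brighter than vehicle mean plus two SD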
# MT stabilize HCS cytotoxicity % – second read-out of MT stabilize HCS, no call of its own (marks repeat the call); toxicity, %; measured here: cytotoxicity by cell density;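 0% = mean cell density of plate MIN control wells and 100% = no cells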
# Autophagy mod cell loss 18 h – further read-out of Autophagy mod, marked with its call; toxicity, %; measured here: cell loss, nuclei count;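 cell loss after 18 h compound exposure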
# * marks the source's active call; other numbers are inactive results; i = inactive; ? = inconclusive; nt = no result given; [ ] = another dose, or the depositor's remark.
SMILES,M1AAP inhibition,bCat nuc transl,bCat nuc transl cell count 5 µM,Autophagy mod,Autophagy mod cell loss 18 h,Dynein cargo inh,Dynein cargo inh cytoplasmic EGFP,Dynein cargo inh nuclear GR-EGFP,Dynein cargo inh cell count,Ins promoter up,Ins promoter up cell count,M17LAP inhibition,K1F lysis inhibition,ER stress rescue,MT stabilize HCS,MT stabilize HCS Hoechst-high %,MT stabilize HCS cytotoxicity %
COc1ccc(N2CC(C(=O)NCc3ccccc3)CC2=O)cc1 (stereo unspecified),-4.2%,-6.6,988,i,11.4,-0.197,-0.26,0.0778,1.5,-0.44,1246,3.1%,0.6%,-0.5%,3.1,1.2,3.0
C=C(C)CSc1nnc2[nH]c(=O)cc(N)n12,nt,nt,nt,i,0.3,1.96,-0.218,0.0241,-1.16,nt,nt,nt,1.5%,nt,3.9,2.5,10.6
CCOc1ccccc1NC1=NC2CS(=O)(=O)CC2S1 (stereo unspecified),4.0%,1.3,1316,nt,nt,0.188,-0.157,0.527,-0.239,0.44,1000,7.0%,0.3%,nt,nt,nt,nt
Cc1ccc(C(=O)NC2=NCCS2)cc1,0.9%,-0.1,1365,nt,nt,-0.674,-0.696,-0.559,0.35,-0.15,1085,8.2%,nt,nt,nt,nt,nt
O=C(NCc1cccc(Cl)c1)c1ccc(-c2csnn2)cc1,?,1.9,1170,nt,nt,0.204,-0.258,-0.125,0.335,-0.46,1427,7.1%,-2.3%,nt,nt,nt,nt
CCN(CC(=O)Nc1cccc(C#N)c1)CC(=O)Nc1cccc(OC)c1,-0.1%,-0.9,1124,i,-18.7,1.02,-0.0543,0.167,-0.711,-0.58,1409,-10.8%,-5.4%,-0.8%,3.9,1.4,8.8
O=C(O)C1(c2ccccc2)CCN(S(=O)(=O)c2ccc(Cl)s2)CC1,-5.4%,-0.2,1299,nt,nt,-0.802,-0.267,-0.38,0.542,1.37,1183,-0.5%,0.1%,nt,nt,nt,nt
CCOC(=O)c1cccc(NC(=S)NCc2ccc(C)cc2)c1,1.0%,1.2,906,i,12.8,-0.812,-0.28,-0.202,0.295,-0.18,1598,-0.3%,-0.3%,-0.5%,6.8,1.1,6.6
COc1ccc(S(=O)(=O)N2CCC(N3CCCCC3)CC2)cc1,11.9%,1.0,1306,i,18.2,-0.0227,-0.283,0.461,-0.836,0.08,1431,5.7%,-1.8%,0.3%,5.2,2.3,8.9
O=C(CCC1CCCCC1)NCc1ccc(F)cc1,0.4%,-0.4,524,i,3.5,-0.625,-0.196,-0.757,0.742,0.96,1207,10.0%,1.1%[50 µM],-1.6%,3.2,3.7,7.6
COc1ccc(Nc2nnc(SCC(=O)c3cc4ccccc4o3)s2)cc1,3.5%,0.5,1295,nt,nt,0.582,-0.623,0.242,-1.32,0.04,727,4.4%,-0.7%[50 µM],nt,nt,nt,nt
O=C(COC(=O)c1ccc2c(c1)C(=O)N(Cc1ccncc1)C2=O)Nc1ccccc1[N+](=O)[O-],3.4%,-0.7,947,i,18.4,0.299,-0.28,-0.275,-0.457,0.18,1335,17.1%,1.1%,-2.3%,2.2,1.7,1.1
Cc1c(CC=C(Cl)Cl)c(=O)[nH]c2c(C)cccc12,0.4%,0.7,1043,i,19.2,-0.467,-0.21,-0.0319,0.0979,0.34,1214,0.6%,2.6%,3.3%,9.3,3.0,2.0
Cc1cccc2cc3c(N)c(C#N)sc3nc12,1.9%,-2.6,867,i,-24.3,0.455,2.04,0.699,-0.732,0.14,1659,-22.0%,0.4%,1.1%,15.4,6.0,11.7
CCN1CCc2c(sc(NC(=S)NC(=O)c3ccco3)c2C(N)=O)C1,8.2%,-2.6,1161,nt,nt,-0.251,-0.21,-0.124,-0.347,0.23,1393,4.6%,nt,nt,nt,nt,nt
O=[N+]([O-])c1cc(-c2ncccn2)c([N+](=O)[O-])s1,3.0%,-0.4,513,i,10.9,-3.87*,2.16*,-2*,0.312*,-0.8,616,8.7%,-12.4%,14.8%,2.6,2.4,8.0
Cc1nc(-c2cccc(NC(=O)C3CCCCC3)c2)cs1,1.4%,-1.5,1040,i,0.2,0.77,1.99,1.56,-1.35,0.23,1592,-3.9%,0.8%,2.0%,1.2,1.9,3.4
CC1CCc2sc(C(=O)OC(C)C(=O)Nc3ncc(Cl)cc3Cl)cc2C1 (stereo unspecified),-1.9%,-6.5,446,i,-2.9,0.0336,-0.207,0.231,0.431,0.28,1412,-6.9%,nt,-2.9%,2.2,2.5,10.7
O=C(Nc1ccccc1Sc1ccccc1)C1CCCO1 (stereo unspecified),4.7%,1.2,970,i,-3.7,1.07,-0.208,0.312,-0.547,-0.63,1707,3.9%,4.0%,-1.3%,4.0,2.5,2.4
COc1ccc(C2C(C(=O)N3CCC(C)CC3)c3ccccc3C(=O)N2C)cc1 (stereo unspecified),1.6%,0.2,1162,i,-4.0,0.0119,-0.136,0.0986,-0.0986,-0.28,1306,0.3%,0.3%,-1.5%,2.3,1.4,5.1
COc1cccc(OC)c1OCCOc1ccc(C(=O)c2ccccc2)cc1,-3.0%,5.2,498,i,4.3,0.034,-0.17,0.0219,-1.71,-0.06,1345,-5.5%,0.0%,0.0%,2.3,3.5,5.9
COc1cc(/C=N/N=C(/N)c2nonc2N)cc(Br)c1OCc1ccccc1C,6.1%,-3.6,1235,i,7.4,0.471,0.897,0.798,-0.972,0.17,872,11.4%,1.2%,0.7%,2.1,1.1,0.0
CCOC(=O)c1c(NC(=O)C(C)N2CCN(C(=O)c3ccco3)CC2)sc2c1CCCC2 (stereo unspecified),8.3%,nt,nt,i,-5.4,0.604,-0.136,0.335,-0.34,-0.49,819,-9.5%,-0.2%,1.5%,1.8,1.5,6.0
COC(=O)CSc1nnc(-c2ccc3c(c2)OCO3)n1C,3.5%,-0.9,1340,i,-3.4,-0.528,0.17,-0.124,-0.0627,-0.73,1616,7.2%,0.4%,-1.1%,1.6,0.8,0.9
COc1ccc(/C=N/OCC(=O)Nc2ccc3c(c2)OCO3)c(OC)c1,2.9%,0.9,1081,i,25.9,-0.0226,-0.258,-0.323,1.54,-0.89,1344,5.1%,0.3%,3.4%,1.6,1.5,6.6
COc1ccc(NC(=O)c2ccccc2CC[N+](=O)[O-])cc1,1.5%,2.4,1022,i,-7.6,1.57,-0.272,0.661,-0.441,0.49,1149,-17.8%,0.5%,-0.3%,5.1,2.4,10.2
Cn1ncc(N=Cc2ccc([N+](=O)[O-])cc2)c1C(=O)N1CCOCC1,4.6%,-1.3,1226,i,4.9,-0.0849,0.0271,0.443,0.333,0.25,1023,7.3%,0.2%,-2.7%,1.4,1.1,7.6
CC(C)OCCCNC(=O)C1CCC(=O)N1C1CCCC1 (stereo unspecified),7.1%,nt,nt,i,-9.4,0.415,0.168,0.406,-0.39,-0.22,1018,5.4%,-0.7%,0.5%,1.6,1.2,6.5
Cc1cccc[n+]1CCCCCCCCCC[n+]1ccccc1C,3.5%,0.0,1490,i,-3.6,-0.917,-0.166,-0.643,0.255,-0.18,1014,-4.2%,-0.2%,-1.0%,1.9,1.8,2.4
CCOC(=O)C1(CC2CC2)CCN(C(=O)c2cc(OC)nc3ccccc23)CC1,nt,-2.5,1014,i,12.1,0.66,0.00182,0.715,-0.0232,0.11,1736,nt,0.2%,8.7%,2.1,2.3,7.1
c1ccc(-c2ccn3nnnc3n2)cc1,1.9%,0.0,1246,i,-1.0,-2.29,-0.0166,-1.3,0.496,0.34,1194,1.3%,-1.4%,-1.3%,2.8,2.4,10.9
CCCN(CC1CC1)C(=S)Nc1ccc(C(C)=O)cc1,5.7%,-3.8,1023,i,-1.4,0.135,-0.28,-0.0869,-0.0786,0.38,1507,0.9%,0.3%,-0.8%,2.7,1.4,9.7
COc1ccc(C2c3ccc4ccccc4c3Oc3ncn(CCCO)c(=N)c32)cc1OC (stereo unspecified),2.6%,44.5,669,nt,nt,3.26,1.58,2.43,-3.65,-0.32,866,8.0%,1.3%,nt,nt,nt,nt
CCOC(=O)Cc1csc(SCc2nc3ccccc3c(=O)[nH]2)n1,-1.1%,0.7,1146,i,11.2,0.83,-0.215,0.38,-0.051,0.23,1209,3.1%,-0.1%,1.1%,2.1,1.5,8.1
COc1ccc(CN=C2NC(=O)CC(C(=O)Nc3ccc([N+](=O)[O-])cc3C)S2)cc1 (stereo unspecified),6.5%,-5.0,585,i,-11.1,-0.275,0.0625,0.559,-1.36,0.48,1427,9.3%,0.1%,-0.6%,1.9,2.8,7.6
CC1=NN(C(=O)COc2ccc(C)c(C)c2)C(O)(c2ccc(Cl)cc2)C1 (stereo unspecified),16.7%,-1.9,1020,i,0.1,-0.239,-0.215,-0.0301,0.0439,-0.37,1266,0.3%,-8.8%,1.7%,2.2,2.5,11.9
CCN(C(C)=O)c1nc(CSc2nnc(NC(C)C)s2)cs1,-4.8%,-4.8,788,i,-4.6,0.0258,-0.19,-0.116,0.107,1.99,1217,-0.1%,0.3%,2.6%,1.2,0.9,2.7

# Rows are unselected. About 2.9% of those tested had a hit in this group.
